Sm TGR inh: qHTS Assay for the Inhibitors of Schistosoma Mansoni Peroxiredoxins | purified TGR, DTNB reduction, TNB absorbance 405 nm | actives 3% (n = 360,000) | Schistosoma mansoni thioredoxin glutathione reductase (TGR), Q962Y6 | Potency, µM (top dose mostly 114 µM), for inactives: at the top dose activity change, negative = inhibition, hits mostly inhibitors; also: potency is read from the fitted curve at half-maximal effect; nearly all actives have a fitted effect of over 60% in size
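Kinetic colorimetric format: TGR-catalysed, NADPH-driven DTNB reduction monitored via TNB absorbance. Enzyme dispensed at 20 nM; compound exposure 15 min at room temperature before reaction start.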
AmpC detergent: qHTS Inhibitors of AmpC Beta-Lactamase (assay with detergent); P00811; AmpC hydrolysis of nitrocefin, absorbance 480 nm, 0.01% Triton; Potency, µM (doses to about 114 µM), for inactives: at the top dose activity change, negative = inhibition, most hits filed as inhibitors; actives 0.041% (n = 370,000); AID 485294, 2010;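 also: potency is read from the fitted curve at half-maximal effect; 0% = no-compound wells and -100% = no-enzyme wells; nearly all actives have a fitted effect of over 25% in size; some results filed as inactive show a strong effect at the top dose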
Target sequence (P00811 whole entry, looked up): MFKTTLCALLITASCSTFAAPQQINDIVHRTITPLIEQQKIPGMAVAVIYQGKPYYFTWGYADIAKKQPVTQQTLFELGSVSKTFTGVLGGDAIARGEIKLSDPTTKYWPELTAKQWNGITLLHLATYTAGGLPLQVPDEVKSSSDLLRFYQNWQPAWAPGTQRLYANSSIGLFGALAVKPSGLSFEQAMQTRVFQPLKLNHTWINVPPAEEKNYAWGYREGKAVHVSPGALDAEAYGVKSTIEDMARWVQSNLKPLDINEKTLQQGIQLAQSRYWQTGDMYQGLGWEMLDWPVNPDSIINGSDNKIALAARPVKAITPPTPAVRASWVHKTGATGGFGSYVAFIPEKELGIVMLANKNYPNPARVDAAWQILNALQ
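AmpC (5.3 nM in the dispensed reagent) in 20 mM phosphate pH 7.0 with 0.01% (detergent screen) or 0.0001% Triton X-100 was preincubated with compounds for 15 min at room temperature. Nitrocefin was then added from an 800 uM solution, and hydrolysis was followed at 480 nm.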
AmpC inh no detg: qHTS Inhibitors of AmpC Beta-Lactamase (assay without detergent) | P00811 | AmpC nitrocefin hydrolysis, absorbance 480 nm, 0.0001% Triton | Potency, µM (highest dose often 57.1 µM), inactives show at the highest dose activity change, negative = inhibition, usual class: inhibitors | actives 0.52% (n = 330,000);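 also: potency is read from the fitted curve at half-maximal effect; plate controls were no compound for no effect and no enzyme for full effect; nearly all actives have a fitted effect of over 20% in size; some results filed as inactive show a strong effect at the top dose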
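20 mM phosphate pH 7.0 + 0.01% (detergent screen) or 0.0001% Triton X-100; 5.3 nM AmpC reagent; cpd preinc 15 min RT; nitrocefin (800 uM stock) to start; A480 q20 s × 4 min; Activity was normalised to no-enzyme and no-compound control wells.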
FBPA Giardia inh: qHTS Assay for Inhibitors of Fructose-1,6-bisphosphate Aldolase from Giardia Lamblia; A8B2U2; purified Giardia FBPA; Potency, µM (top dose mostly 59.6 µM), for the others: top-dose activity, negative = inhibition, most hits filed as inhibitors; actives 0.71% (n = 290,000); AID 2451, 2010; also: potency is read from the fitted curve at half-maximal effect; nearly all actives have a fitted effect of over 55% in size
Target sequence (A8B2U2 whole entry, looked up): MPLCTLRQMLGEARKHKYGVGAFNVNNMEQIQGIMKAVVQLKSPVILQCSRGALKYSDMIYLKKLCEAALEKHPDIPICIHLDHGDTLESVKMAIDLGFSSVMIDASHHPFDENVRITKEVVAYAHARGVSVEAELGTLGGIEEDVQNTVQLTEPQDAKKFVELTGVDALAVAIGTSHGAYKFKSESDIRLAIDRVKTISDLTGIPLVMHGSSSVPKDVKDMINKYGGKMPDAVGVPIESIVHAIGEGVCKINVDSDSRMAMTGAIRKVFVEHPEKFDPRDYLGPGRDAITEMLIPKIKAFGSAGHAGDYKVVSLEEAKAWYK
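40 nM FBPA preincubated 10 min at RT with compound (up to 57.5 uM final), then substrate plus GAPDH/TPI/NAD/arsenate coupling and diaphorase/resazurin added. Fluorescence read after 20 min at RT, 525/598 nm.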
HCMV inh: qHTS Assay for inhibitors of the human cytomegalovirus (HCMV); HFF cells, HCMV-luciferase reporter, 72 h; stronger effect = lower value; activity change, negative = inhibition, % at 57.5 µM; actives 4.5% (n = 410,000); in the data active = activity change below about -60%; inconclusive = no clear call, values can overlap the other calls; inactive = above about -39%
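Steps: HFFs plated, 16 h 37C; compounds added; HCMV-luciferase added to MOI 1 PFU/cell; 72 h 37C; OneGlo reagent, 5 min room temperature; luminescence read, normalized to controls.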
AMA1 RON2 block: qHTS for Inhibitors of AMA1-RON; Towards Development of Antimalarial Drug Lead: Primary Screen; Potency, µM (highest dose often 58.2 µM), for the others: at the top dose activity change, negative = inhibition, hits mostly inhibitors; actives 0.2% (n = 360,000); AlphaScreen AMA1-biotinylated RON2 peptide binding; Plasmodium falciparum AMA1 (3D7) - RON2 peptide interaction;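 also: potency is read from the fitted curve at half-maximal effect; 0% = vehicle wells and -100% = peptide control; nearly all actives have a fitted effect of over 45% in size; some results filed as inactive show a strong effect at the top dose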
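AMA1 (3D7) with his tag at 25 nM final met compounds first, then biotinylated RON2 peptide at 25 nM; detection used donor plus acceptor beads, 10 µg/mL apiece, read by AlphaScreen after 30 min at room temperature.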
The depositor's hits bear a star; ? = inconclusive; . = not tested or not shown; & = joins results of further samples; [ ] = dose if it differs, or a comment. Unless noted, calls follow the shape of the dose curve; as a rule, active = well fitted curve in the direction sought with a large enough effect; inconclusive = small, poorly fitted or top-dose-only effect, or another doubt; inactive = no such curve, though single readings can be large; an effect the other way counts as inactive or inconclusive. Unless noted, % is scaled to controls: 0 for no effect and ±100 for the full control effect.

SMILES	Sm TGR inh	AmpC detergent	AmpC inh no detg	FBPA Giardia inh	HCMV inh	AMA1 RON2 block
O=C(COc1ccc(Cl)cc1Cl)NNC(=S)NCc1ccco1	-3%	2%	-33%	5%	-36	70%[activator]
Cc1cc(-c2ccccc2)c2nncn2n1	2%	1%	-10%	3%	-5	-3%
COc1ccc(OCc2cc(C(=O)N3CCCCCCC3)no2)c(Cl)c1	0%	?	25%	.	42	6%
O=C(COC(=O)c1ccc2c(c1Cl)C(=O)c1ccccc1C2=O)NC1CC1	-22%	-11%	-22%	?	?	-3%
O=C(/C=C/c1ccccc1)OCC(=O)N1CCCC1	0%	-1%	-6%	.	-4	-1%
COCCNC(=S)N1CCN(c2nc(-c3ccc(F)cc3)cs2)CC1	-3%	-2%	139%[activator]	-13%	-7	-26%
COc1ccc(Br)cc1CN(C)CC(=O)NCCc1ccc(S(N)(=O)=O)cc1	-1%	0%	7%	12%	?	-13%
O=C(Nc1ccc2nsnc2c1)N1CCCCC1	-8%	0%	-27%	?	-8	4%
CC(C)NCCOCCOc1ccc(Cl)cc1Br	-4%	-4%	14%	-20%	-40	-17%
Cc1ccc(C)c(C(=O)OCC(=O)Nc2ccc(N3CCOCC3)cc2)c1	-1%	-7%	-7%	4%	-1	-17%

Single records (already shown). Screens in order: Sm TGR inh	AmpC detergent	AmpC inh no detg	FBPA Giardia inh	HCMV inh	AMA1 RON2 block
O=C(/C=C/c1ccccc1)OCC(=O)N1CCCC1 is listed as 0%	-1%	-6%	.	-4	-1%
COc1ccc(Br)cc1CN(C)CC(=O)NCCc1ccc(S(N)(=O)=O)cc1 is listed as -1%	0%	7%	12%	?	-13%

(list continues)
SMILES	Sm TGR inh	AmpC detergent	AmpC inh no detg	FBPA Giardia inh	HCMV inh	AMA1 RON2 block
CC(C)(C)NC(=O)CSc1nnc(Cc2ccc3c(c2)OCO3)n1C1CCCCC1	-2%	-13%	3%	.	-33	-4%
O=C(Nc1ccc2ncccc2c1)c1ccccc1Cl	-14%	0%	-16%	0%	?	5%
COc1ccccc1N1CCN(C(=S)Nc2cccc(C)c2)CC1	0%[57.1 µM]	-1%	43%	-3%	-31	-6%
Cn1c(Oc2ccc(F)cc2F)c(C=O)c2ccccc21	-4%	1%	-34%	-2%	-20	-1%
COc1cc2[nH]c(=S)n(N(C(C)=O)C(C)=O)c(=O)c2cc1OC	22%	-7%	-42%	?	13	6%
NS(=O)(=O)c1ccc(CNC(=O)c2cc(-c3ccccc3)nc3ccccc23)cc1	3%	-1%	-35%	-9%	-33	-11%
N#Cc1c(-c2ccccc2)nc(N2CCN(Cc3ccccc3)CC2)[nH]c1=O	-20%	-1%	0%	3%	4	0%
OCC[C@@H]1C[C@@H](O)[C@H](O)[C@]2(Cc3ccccc3CCO2)O1	0%	-8%	-15%	10%	-24	-4%
COc1cccc(OCCn2cccc2/C=C2/C(=N)N3OC(C)=CC3=NC2=O)c1	0%	1%	-29%	-5%	34	-4%
COc1ccc(NC(C)C(=O)N/N=C/c2ccccc2OCc2ccc(Br)cc2)cc1 (stereo not drawn)	22%	6%	-19%	13%	53	-29%
COc1ccccc1NC(=O)Cn1cnc2c(oc3ccccc32)c1=O	-6%	-6%	-44%	1%	22	-1%
CCN(CC)CC(=O)N1CCCC(C(=O)c2ccccc2OC)C1 (stereo not drawn)	26%	4%	-13%	2%	-28	1%
O=CNCC(=O)NC1CCCCCC1	-3%	-14%	-6%	6%	24	0%
CC(NS(=O)(=O)c1ccc([N+](=O)[O-])cc1)C(c1cccs1)N1CCOCC1 (stereo not drawn)	9%	3%	5%	-1%	-28	0%
COC(=O)N/N=C/c1ccc(-c2cc(Cl)cc(Cl)c2)o1	2%	-4%	3%	1%	-23	-11%
N#Cc1c(/N=C/c2ccco2)sc2c1CCCCC2	-20%	?	26%	-6%	-18	?
CC(C)(C)OC(=O)N1CCC(c2c(C(=O)NCC3CCN(C4CCCC4)C3)cnn2-c2ccccc2)CC1 (stereo not drawn)	-7%	3%	172%[activator]	-27%	-26	-18%
COc1ccc(C(=O)Nc2nc3nc(-c4ccccc4)cc(=O)n3[nH]2)cc1	-14%	-3%	-22%	1%	-27	14%
O=C(NCCc1cccnc1)c1cc(COc2ccc(F)cc2Cl)on1	-7%	?	12%	-4%	-14	4%
Cc1cc(=O)oc2c(CN3CCCCC3)c(O)c(Cl)cc12	-23%	?	-9%	-6%	-31	0%

Next section (3 carried over from the part before).
SMILES	Sm TGR inh	AmpC detergent	AmpC inh no detg	FBPA Giardia inh	HCMV inh	AMA1 RON2 block
COc1ccc(C(=O)Nc2nc3nc(-c4ccccc4)cc(=O)n3[nH]2)cc1	-14%	-3%	-22%	1%	-27	14%
O=C(NCCc1cccnc1)c1cc(COc2ccc(F)cc2Cl)on1	-7%	?	12%	-4%	-14	4%
Cc1cc(=O)oc2c(CN3CCCCC3)c(O)c(Cl)cc12	-23%	?	-9%	-6%	-31	0%
Cc1cc(Cl)c(S(=O)(=O)Nc2cccc(O)c2)cc1OCC(N)=O	4%	?	-8%	-8%	14	27%[2.32 µM]
CC(C)CN(C(=O)C1CCCO1)c1c(N)n(CC(C)C)c(=O)[nH]c1=O (stereo not drawn)	0%	0%	15%	.	-27	-15%
O/N=C(\CN1CCCCC1)c1ccccc1	-35%	-15%	-11%	2%	-12	16%
COC(=O)c1ccc(NC(=O)Nc2ccc(OC)cc2)cc1	.	-7%	-17%	1%	?	6%
O=C(O)COn1c(-c2ccccc2)nc2ccc([N+](=O)[O-])cc21	.	2%	-32%	-27%	149	-11%
Cc1cc(NS(=O)(=O)c2ccc(NC(=O)C(C)Oc3ccc4c(C)cc(=O)oc4c3)cc2)no1 (stereo not drawn)	3%	-12%	-21%	13%	-13	3%
COc1ccc(NC(=O)c2ccc3c(SCC(=O)O)c4c(nc3c2)CCC4)c(OC)c1	4%	7%	.	.	13	.
COc1cc2c(cc1OC)CN(Cc1ccccc1)CC2	10%	-11%	-8%	?	3	0%
CCCSc1nc2c(=O)[nH][nH]c(=O)c2n1Cc1ccccc1	-8%	-12%	-20%	1%	-4	-3%
Cc1ccc(CCNC(=O)C2CCC(=O)N2C2CCCC2)cc1 (stereo not drawn)	-2%	?	-20%	3%	5	-3%
CCOc1cc(/C=N/NC(=O)C(C)Sc2ccccc2)ccc1O (stereo not drawn)	.	-10%	-30%	0%	15	-5%
O=C(Nc1ccccc1C(F)(F)F)N1CCC(N2CCCCC2)CC1	-5%	-11%	4%	9%	8	0%
COCCNC(=O)CN(c1ccc(C)cc1)S(=O)(=O)c1ccc(SC)cc1	0%	?	80%[activator]	9%	32	-1%
CCCCN1C(=O)NC(NC(C)=O)(C(F)(F)F)C1=O (stereo not drawn)	-7%	?	-9%	0%	3	12%
O=C(CCCN1C(=O)/C(=C/c2ccccc2Cl)SC1=S)Nc1ccccn1	14%	21%	-35%	-1%	-97*	-14%
CN(C)c1ccc(CNC(=O)c2cnc3sc(N4CCCCCC4)nn3c2=O)cc1	-7%	2%	.	.	62	.
CCOC(=O)CN(c1cccc(C(C)=O)c1)S(C)(=O)=O	67%[activator]	-11%	-17%	-1%	-23	8%
CC1CCCCC1NC(=O)c1ccc(-n2cncn2)c([N+](=O)[O-])c1 (stereo not drawn)	?	-4%	0%	.	13	-7%
Cc1cc(/C=C2\C(=O)NC(=O)N(c3cccc(F)c3)C2=O)c(C)n1-c1cc(C(=O)O)cc(C(=O)O)c1	?	-9%	-29%	7%	-25	11%
COc1cc(C(=O)OCC(=O)N(C)c2ccccc2)cc(OC)c1OC	0%	0%	11%	.	-4	6%
COc1ccc(CNC(=O)CCNS(=O)(=O)c2ccc(C)cc2)cc1	-13%	-4%	7%	23%	7	?
O=C(COc1ccccc1Cl)N1CCCC1	4%	-2%	-11%	-1%	-17	3%
Cc1nc(C)c(-c2ccc(SCC(=O)Nc3ccc(C)c(Cl)c3)nn2)s1	?	-3%	49%	.	-8	12%
N#CC(C#N)=Cc1ccc(-c2ccc(S(=O)(=O)N=C(N)N)cc2)o1	?	-12%	1%	-19%	8	-1%
CCCOc1ccc(C(C(=O)OCCN(CC)CC)c2ccccc2)cc1 (stereo not drawn)	-1%	-1%	111%[activator]	-20%	-30	-10%
Cc1cc([N+](=O)[O-])c(C)cc1-c1ccc(/C=N/NC(=O)Cn2nnnc2N)o1	56%[activator]	4%	-37%	-14%	-38	2%
O=C(Nc1nnc(S(=O)(=O)N2CCOCC2)s1)c1ccc(F)cc1	-2%&6%	?	-19%	16µM*	22&14	1%
COc1ccc(N2CCN(Cc3nnnn3C3CCCCC3)CC2)cc1	.	-4%	13%	1%	?	-5%
Cc1ccc2nc(-c3ccccc3F)c(Nc3ccc(Cl)cc3)n2c1	1%	1%	.	.	-24	.
NC(=O)NC(=O)COC(=O)c1sc2ccccc2c1Cl	13%	5%	-15%	2%	-24	0%
c1ccc(-n2ncc3c2ncn2cnnc32)cc1	-9%	-2%	-8%	1%	28	22%
COc1ccc(NC(=O)c2c(-c3ccccc3)c(-c3ccccc3)nn(C)c2=O)cc1OC	2%	19%	.	.	11	.
Cc1cc(C)n2nc(SCC(=O)c3cc(C)n(-c4cc(C)on4)c3C)nc2n1	?	4%	86%[activator]	-4%	?	-3%
COc1ccc(C(=O)NC(C)c2nnc(SCC(=O)Nc3nc4ccccc4s3)n2C)cc1 (stereo not drawn)	5%	?	109%[activator]	6%	81	6%
COc1cccc(CNC(=O)COc2cccc3c2OC(C)(C)C3)c1	-6%	0%	1%	.	-20	14%
CNc1nc(SC)nc(N2CCOCC2)n1	-17%	2%	-5%	8%	4	5%
O=C(NCC1COc2ccccc2O1)c1ccc(NC(=O)C(c2ccccc2)c2ccccc2)cc1 (stereo not drawn)	8%	5%	-38%	2%	11	0%
N#C/C(=C\Nc1ccccn1)S(=O)(=O)c1ccc(Cl)cc1	?	8%	-18%	-14%	13	-1%
O=C(N[C@@H](Cc1ccccc1)C(=O)OCc1ccccc1)c1nc[nH]c1C(=O)N1CCNCC1	.	.	30%	.	-84*	60%[activator]
Cc1ccc2onc(CNC(=O)N(C)Cc3ccccc3)c2c1	-3%	?	.	.	25	.
COc1ccccc1CNC(=O)C12CC3CC(CC(C3)C1)C2	-2%	-11%	3%	7%	32	12%
CCCOc1ccc(C2c3c(oc4cc(C)c(C)cc4c3=O)C(=O)N2CCCN(C)C)cc1OCC (stereo not drawn)	-18%	?	267%[activator]	6%	-37	-4%

Reprinted at random: 2 records from the list.
SMILES	Sm TGR inh	AmpC detergent	AmpC inh no detg	FBPA Giardia inh	HCMV inh	AMA1 RON2 block
Cc1ccc2nc(-c3ccccc3F)c(Nc3ccc(Cl)cc3)n2c1	1%	1%	.	.	-24	.
COc1ccc(CNC(=O)CCNS(=O)(=O)c2ccc(C)cc2)cc1	-13%	-4%	7%	23%	7	?

High-throughput results as filed in PubChem BioAssay.
